Screens deposited in PubChem by several laboratories.
NPR1 activator = GC-A stimulated cGMP production enhancers – HEK293 GC-A cells, cGMP TR-FRET, EC30 ANP, primary screen. activation, % at 10 µM. Atrial natriuretic peptide receptor 1 (Homo sapiens), P16066. AID 1671463, 2021. hit rate 0.14% among 370,000. 0% at EC30 ANP, 100% saturating ANP; in the data active = activation above about 40%
GC-B act = human GC-B receptor activators, primary screen, HEK293 GC-B cells, cGMP TR-FRET, EC30 CNP. hit rate 0.11% among 370,000. AID 1920062, 2024. 0% at EC30 CNP, 100% saturating CNP. activation, % at 10 µM. Atrial natriuretic peptide receptor 2 (Homo sapiens), P20594;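 active = activation at 10 µM reaching about 35% in either raw or pattern-adjusted values, limit read from the data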
ssDAF12 agonist = S. stercoralis DAF-12 nuclear receptor activators, primary screen, cell-based, luminescence, HEK293, GRIP1 co-expression, lit1-tk-luc | Nuclear hormone receptor DAF-12 (Strongyloides stercoralis) | HEK293 ssDAF-12/GRIP1 lit1-tk-luc reporter; % of 3 µM dafachronic acid response | activation, % at 6.8 µM | hit rate 1% among 370,000 | AID 652126, 2013;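 active = activation above the mean over all tested compounds plus 3 SD, cut at about 0.9% in these data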;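 note: 0% = DMSO-only wells and 100% = 3 µM delta7-dafachronic acid wells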
hcDAF12 agonist = H. contortus DAF-12 nuclear receptor activators, primary screen, cell-based, luminescence, HEK293, lit1-tk-luc reporter; HEK293 hcDAF-12 lit1-tk-luc reporter; 0% DMSO, 100% Δ7-dafachronic acid; activation, % at 6.8 µM; hit rate 1.4% among 370,000;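 active = activation above the mean of all tested compounds plus 3 SD, cut at about 5.5% in these data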;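 note: 100% = response to 3 µM Δ7-dafachronic acid high control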
DAX1 inh-1 = DAX1 (NR0B1) inhibitors, primary screen, cell-based, HEK293, Gal4-DAX1, luciferase luminescence; Nuclear receptor subfamily 0 group B member 1 (Homo sapiens), P51843; HEK293 Gal4-DAX1 luciferase reporter; inhibition, % at 6.75 µM; AID 504766, 2011; hit rate 0.99% among 340,000;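 active = inhibition above the mean over all tested compounds plus 3 SD, cut at about 4.2% in these data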;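 note: 0% = DAX1-transfected cells with DMSO and 100% = empty-vector control cells with DMSO; inhibition shows as a rise in luminescence from relieved DAX1 repression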
Target sequence (P51843 207-470 limits assumed): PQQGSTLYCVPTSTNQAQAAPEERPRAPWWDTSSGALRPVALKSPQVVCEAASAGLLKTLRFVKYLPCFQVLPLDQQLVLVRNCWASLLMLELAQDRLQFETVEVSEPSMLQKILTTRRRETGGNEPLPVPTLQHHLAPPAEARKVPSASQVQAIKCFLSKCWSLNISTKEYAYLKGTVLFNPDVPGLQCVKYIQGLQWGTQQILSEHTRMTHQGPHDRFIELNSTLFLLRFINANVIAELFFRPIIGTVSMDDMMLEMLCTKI
SMARCA2 act = SMARCA2 (BRM) function activators, primary screen, cell-based, luminescence, high throughput; MG213 cells, MMTV-luciferase reporter, dexamethasone, overnight; activation, % at 9.1 µM; hit rate 1% among 370,000; AID 652017, 2013; in the data active = activation above about 7.8%;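 note: 0% = vehicle wells and 100% = reference activator wells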
hgDAF12 agonist = H. glycines DAF-12 receptor agonists, primary screen, cell-based, luminescence, HEK293, GAL4 fusion, UAS-luciferase; Nuclear hormone receptor DAF-12 (Heterodera glycines), GAL4 fusion; HEK293 GAL4-hgDAF12 UAS-luciferase reporter, agonist luminescence; normalized to butyrate control; activation, % at 6.8 µM; hit rate 1.8% among 370,000; AID 687014, 2013;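 active = activation above a cutoff set at the mean of all screened compounds plus 3 SD, cut at about 10% in these data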;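 note: 0% = DMSO wells and 100% = sodium butyrate wells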
FXN GAA850 act = FXN promoter activators, primary screen, cell-based, luciferase luminescence, HEK293 lucGAA850; HEK293 lucGAA850 FXN promoter luciferase reporter, 24 h; percent of 10 µM SAHA response; activation, % at 6 µM; hit rate 0.56% among 360,000;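 active = activation above the average of all compounds screened plus 3 SD, cutoff fixed separately per campaign, cut at about 7.5% in these data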;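 note: 0% = DMSO wells and 100% = 10 µM SAHA wells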
DAX1 inh-2 = DAX1 (NR0B1) inhibitors on StAR promoter, primary screen, cell-based, luminescence, SF-1 (NR5A1), full-length DAX-1; HEK293T StAR-luciferase reporter, SF-1/DAX-1 repression relief; inhibition, % at 6.8 µM; hit rate 1.1% among 370,000; AID 652010, 2013;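 active = inhibition above the mean over all tested compounds plus 3 SD, cut at about 3.6% in these data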;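 note: 0% = DAX-1 cells with DMSO and 100% = cells lacking DAX-1 with DMSO; higher inhibition means more luminescence from relief of DAX-1 repression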
HGIII-sPLA2 inh = human group III sPLA2 inhibitors, primary screen, biochemical, QFRET, BODIPY PC-A2 liposome substrate | inhibition, % at 12.2 µM | Group 3 secretory phospholipase A2 (Homo sapiens), Q9NZ20 | QFRET BODIPY PC-A2 liposome hydrolysis, fluorescence | hit rate 0.56% among 370,000;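 active = inhibition above mean plus 3 SD of compounds lying within the high and low control bounds, cut at about 19% in these data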;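 note: 0% = median of test compound wells and 100% = no enzyme DMSO wells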
Target sequence (Q9NZ20 whole entry, looked up): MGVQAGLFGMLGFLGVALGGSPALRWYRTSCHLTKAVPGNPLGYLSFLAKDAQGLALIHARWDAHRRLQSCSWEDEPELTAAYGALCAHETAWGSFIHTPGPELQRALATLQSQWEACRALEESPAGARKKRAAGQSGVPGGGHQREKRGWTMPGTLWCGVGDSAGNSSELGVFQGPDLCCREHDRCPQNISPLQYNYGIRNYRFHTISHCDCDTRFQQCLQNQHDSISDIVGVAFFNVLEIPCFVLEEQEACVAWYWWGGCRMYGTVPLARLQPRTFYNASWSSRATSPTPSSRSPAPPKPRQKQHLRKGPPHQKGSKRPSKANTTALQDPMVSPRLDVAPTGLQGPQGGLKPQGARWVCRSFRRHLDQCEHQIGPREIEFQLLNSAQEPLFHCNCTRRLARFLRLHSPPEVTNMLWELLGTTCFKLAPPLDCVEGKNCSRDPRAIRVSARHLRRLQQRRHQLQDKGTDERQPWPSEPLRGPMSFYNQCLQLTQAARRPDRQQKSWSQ
proKLK7 act = proKLK7 zymogen activators, primary screen, biochemical, fluorescence intensity; AID 652039, 2013; purified proKLK7, EDANS-DABCYL substrate fluorescence; 100% is mature enzyme control, 0% vehicle; hit rate 0.9% among 370,000; activation, % at 7 µM; Kallikrein-7 (Homo sapiens), P49862;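 active = activation above the mean of all tested compounds plus 3 SD, computed per campaign excluding outliers beyond control limits, cut at about 13% in these data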
Target sequence (P49862 whole entry, looked up): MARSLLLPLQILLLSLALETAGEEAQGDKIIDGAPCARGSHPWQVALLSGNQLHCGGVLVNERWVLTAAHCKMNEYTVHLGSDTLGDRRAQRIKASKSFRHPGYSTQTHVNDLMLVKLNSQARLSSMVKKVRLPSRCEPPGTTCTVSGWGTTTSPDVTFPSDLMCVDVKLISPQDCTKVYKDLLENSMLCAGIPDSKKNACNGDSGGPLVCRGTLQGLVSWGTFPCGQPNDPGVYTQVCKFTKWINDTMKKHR
The depositor's hits bear a star; / = not tested or not shown.

SMILES	NPR1 activator	GC-B act	ssDAF12 agonist	hcDAF12 agonist	DAX1 inh-1	SMARCA2 act	hgDAF12 agonist	FXN GAA850 act	DAX1 inh-2	HGIII-sPLA2 inh	proKLK7 act
COc1ccc(C(=O)C(CCCCC(CN(C)C)C(=O)c2ccc(OC)cc2)CN(C)C)cc1 (configuration not stated)	0	-3	-1.4	-0.3	0.2	5	1.3	-2.1	0.1	-13	-0.1
O=C(NCc1ccco1)C(c1ccco1)N(CCc1ccccc1)C(=O)Cn1nnc2ccccc21 (configuration not stated)	-3	-7	-1.2	-0.3	-0.2	-2	-0.8	-0.5	-0.1	-16	0.2
CCCS(=O)(=O)N1CCN(C(=O)COc2ccccc2)CC1	5	0	-0.7	-0.2	-1.0	-3	1.1	2.0	-0.3	1	-0.3
COc1ccc(CCN(C)C(=O)C2CC(=O)N(Cc3ccc(C)cc3)C2)cc1OC (configuration not stated)	0	3	-0.9	-1.6	-0.6	1	-1.0	2.2	0.6	1	-1.2
CN1CCN(c2ccc3c(c2)Oc2ccccc2CN(Cc2cn(Cc4ccccc4C(F)(F)F)nn2)S3(=O)=O)CC1	1	0	-0.3	-0.9	/	-3	-0.3	/	-0.9	-9	0.7
Cc1ccc(CNC(=O)C2CCCN2C(=O)NCc2ccccc2)cc1 (configuration not stated)	-3	-4	-1.5	-1.5	-1.5	-2	2.3	1.1	-0.2	-5	0.1
COc1ccc(CC(=O)OCc2nnc(-c3ccccc3)o2)cc1	2	2	-1.0	-1.2	2.4	-2	0.2	-1.0	-0.8	-6	-0.1
Cc1cc(C)nc(NC(N)=NC(C)c2ccccc2)n1 (configuration not stated)	-17	-16	-0.9	-2.4	/	-5	-1.3	/	0.3	10	-0.5
COCCNC(=O)C(=O)N/N=C(\C)CC(=O)Nc1cccnc1	0	-8	-2.1	-0.6	0.7	5	0.8	0.9	-0.5	-3	0.6
CCOc1ccc(NC(=O)Cn2nnc(-c3ccccc3NC(=O)CC)n2)cc1	-2	1	-1.4	-3.2	-2.5	0	-1.7	-6.2	-2.4	-10	-0.1
CC1(C)Oc2ccc3ccc(=O)oc3c2/C(=C/Nc2cccc(O)c2)C1=O	-2	-4	-1.4	-2.9	/	-2	-3.3	0.9	-1.2	-18	-2.2
CC(=O)Nc1ccc(S(=O)(=O)NCc2ccc(C(=O)NC(C)c3ccccc3)cc2)cc1 (configuration not stated)	2	-4	-1.4	-0.2	-0.8	0	-2.4	0.1	0.9	-1	0.1
COc1ccc(CC(=O)OCC(=O)NC2CC2)cc1	-2	4	-1.6	-0.1	0.6	4	-1.4	1.9	0.2	0	0.6
O=C(O)CCC(=O)NNC(=O)c1cccc(Br)c1	4	4	-1.0	-2.3	-0.1	4	0.9	2.4	0.0	3	0.1
COc1ccc(Cl)cc1-c1n[nH]c(=S)o1	10	-15	0.2	0.8	-0.2	-1	1.0	2.8	-0.9	6	-1.6
Cc1nn(-c2ccccc2)c(Cl)c1CN(C(=O)CCl)c1cccc2ccccc12	-31	-24	-1.9	-3.6	-0.6	-12	-4.6	-11	-0.6	-8	0.0
COc1ccc(-n2ncc3c(SCC(=O)N4CCN(c5ccccc5OC)CC4)ncnc32)cc1	7	-2	-1.0	-0.1	-0.5	0	-0.3	1.3	-0.8	6	0.1
CCCCCn1nnnc1C1(C)CCC(=O)N1Cc1ccco1 (configuration not stated)	-1	-2	-0.7	2.7	/	-2	4.1	/	0.3	1	0.1
CCN(CC)CCCNC(CC(=O)Nc1cccc([N+](=O)[O-])c1)C(=O)O (configuration not stated)	4	-1	-0.6	-0.8	1.1	-1	0.5	-2.9	0.5	2	-0.4
Cc1cc(C(=O)N2CCCC(CCC(=O)N3CCN(c4ccccn4)CC3)C2)c(C)o1 (configuration not stated)	-4	-3	-2.0	-2.3	-0.8	-3	-1.8	-2.6	-0.5	-1	-0.2
Cc1ccc(NC(=O)c2ccc(OCc3c(C)noc3C)cc2)c(C)c1	0	-3	-1.3	-2.8	-0.6	-3	-1.5	-1.1	-2.8	-7	-0.2
COC(=O)c1sccc1Oc1ccc(Cl)cc1N1C(=O)CCC1=O	3	0	-1.3	-2.0	-0.2	1	1.5	-0.8	0.1	3	0.2
Cc1sc2nc(SCC(=O)N(C)c3ccccc3)n(C)c(=O)c2c1C	6	6	-0.9	0.1	-0.3	-1	-2.4	1.1	0.5	2	-0.7
CC(C(=O)Nc1cccc([N+](=O)[O-])c1)N1CCN(C/C=C/c2ccccc2)CC1 (configuration not stated)	-3	-4	-1.8	0.6	0.8	-3	-5.0	0.6	-0.6	-13	0.4
CCC1CN(C(=O)N2CCC(C(=O)NCc3cccc(F)c3)CC2)c2ccccc2O1 (configuration not stated)	2	8	-1.2	-1.8	-0.8	-2	-0.5	-0.3	-0.6	-3	-0.7
CN(C)C(CNS(=O)(=O)c1ccc(Cl)cc1)c1cccnc1 (configuration not stated)	2	3	-1.0	0.9	0.2	-2	-1.9	0.9	1.1	14	-0.2
CCCn1c(=S)[nH]c2cc(Cl)ccc21	3	1	-1.1	1.1	0.3	-1	-0.4	0.6	0.0	21*	-0.5
Cc1ccsc1C(=O)NNC(=O)C1CCCCC1C(=O)O (configuration not stated)	5	4	0.8	4.7	1.5	2	16*	3.8	6.2*	-3	-0.2
O=C(OC12CCCN(C1)/C(=C/c1ccc(Cl)cc1)C2)c1ccc(F)cc1 (configuration not stated)	-2	-17	-1.4	3.0	/	-3	-2.9	/	0.5	-4	0.1
O=[N+]([O-])c1ccccc1/C=C/CN1CCN(Cc2ccc3c(c2)OCO3)CC1	0	-1	-0.6	0.0	0.6	-3	-1.2	2.4	-0.5	8	-0.1
O=C(c1ccc(Br)o1)N1CCN(c2ccc3nnc(-c4ccccc4)n3n2)CC1	12	0	-1.9	-3.9	-1.9	-2	-5.0	-3.0	-2.6	-7	-5.5
Cc1nnc(NC(=O)CCCCCN2C(=O)C3C4C=CC(C4)C3C2=O)s1 (configuration not stated)	2	1	-1.5	-0.2	2.6	-1	-1.6	1.9	-0.1	0	-0.6
CCOC(=O)C1=CCN(S(=O)(=O)c2ccccc2C(=O)OC)C1c1ccc(Cl)cc1 (configuration not stated)	-18	-15	-1.4	-0.8	/	-2	-3.5	/	-0.6	-9	-0.2
CCCN(C)C1CN(Cc2cn(Cc3cccc(Cl)c3)nn2)S(=O)(=O)C1 (configuration not stated)	0	2	-1.2	1.0	/	-1	0.8	/	0.1	14	-0.4
CC(C)CNC(=O)c1coc(=O)c(Br)c1	3	5	-0.9	0.5	0.5	6	1.6	6.4	0.4	-1	27*
Cc1nnc(NC(=O)c2cc(-c3ccco3)nc3ccccc23)s1	-5	-5	0.2	0.3	0.7	0	-1.4	1.4	-1.2	1	24*
CSc1nc(C)cc(-n2ccc(=O)[nH]c2=O)n1	-4	-2	-0.8	-1.1	0.5	0	-2.5	2.6	0.7	5	-0.4
COc1ccc(-c2nc(CS(=O)(=O)CC(=O)NC3CCCCCC3)c(C)o2)cc1	-12	-1	-1.3	0.9	1.4	-3	0.2	1.2	0.2	0	-0.3
CC(C)CNC(=O)C1(C)CCCCCN1C(=O)c1cccnc1 (configuration not stated)	-3	5	-1.0	-0.3	/	-3	-2.6	-3.6	0.9	2	-0.9
COC(=O)c1noc(C)c1-c1ccnn1C(=O)c1ccc(Cl)cc1	4	-2	-1.9	-0.5	4.1	-3	2.0	0.6	0.4	-4	0.1
COc1ccccc1C(=O)Nc1cccnc1	-1	-2	-1.2	-1.8	1.8	-2	-1.0	1.2	0.5	11	0.5
COc1cc(C2c3sc(=O)[nH]c3SC3C(=O)N(c4ccc(Br)cc4)C(=O)C32)ccc1O (configuration not stated)	0	-7	-1.0	-0.3	1.3	-1	0.5	0.2	2.1	-27	1.7
CC(=O)Nc1ccc(NC(=O)c2c(-c3ccccc3Cl)noc2C)c(C)c1	0	-2	-0.6	0.0	0.1	0	0.5	1.8	-1.7	3	0.1
Cc1cc2oc(=O)cc(CN3CCN(Cc4ccc5c(c4)OCO5)CC3)c2cc1C	-2	-7	-0.4	-1.6	0.5	-4	-2.9	-0.1	-0.1	-4	0.1
COc1ccc(OC)c2cc3ccccc3cc12	1	0	-0.7	0.0	-1.0	-3	-0.4	1.9	-1.1	2	10
COc1ccc(NC(=O)c2ccccc2NS(=O)(=O)c2ccc(C)cc2)c([N+](=O)[O-])c1	-5	10	-1.7	-1.1	0.0	-5	0.1	-0.7	-0.6	-34	0.4
CCOc1ccc(C(=O)NC(C(=O)NCC2CCCO2)C(C)C)cc1 (configuration not stated)	3	5	-1.1	0.0	-1.6	-3	1.3	1.3	0.3	3	0.2
COc1ccc(C(=S)Nc2ccc(C)cc2)cc1	1	7	-0.2	2.6	1.1	4	9.3	1.0	2.5	4	-0.5
O=C(c1ccccc1)N1CCN(S(=O)(=O)c2ccccc2)CC1	1	-2	-1.1	1.2	1.7	-3	0.1	0.8	-0.3	2	-0.1
Cc1ccc(S(=O)(=O)N2CCCCC2CCNC(=O)C(=O)NC2CCCC2)cc1 (configuration not stated)	4	4	-0.5	-2.1	-2.3	6	-1.9	-0.1	-2.2	-1	0.4
COc1ccc(-c2nc3c(C)cc(Br)cn3c2Cc2ccccc2C(F)(F)F)cc1OC	0	1	-0.5	-0.8	/	0	3.6	/	-0.1	-8	0.3
O=C(Nc1ccc(F)cc1)NC1CCCCC1	7	0	-1.1	0.9	1.5	0	4.7	4.0	1.2	5	-0.5
COc1ccc(Cc2nn3c(-c4ccccc4OC)nnc3s2)cc1	3	-3	-0.8	1.5	0.3	-3	1.8	-0.2	-0.2	0	0.4

As a working copy, some entries already given.
SMILES	NPR1 activator	GC-B act	ssDAF12 agonist	hcDAF12 agonist	DAX1 inh-1	SMARCA2 act	hgDAF12 agonist	FXN GAA850 act	DAX1 inh-2	HGIII-sPLA2 inh	proKLK7 act
COc1ccc(C(=O)C(CCCCC(CN(C)C)C(=O)c2ccc(OC)cc2)CN(C)C)cc1 (configuration not stated)	0	-3	-1.4	-0.3	0.2	5	1.3	-2.1	0.1	-13	-0.1
O=C(NCc1ccco1)C(c1ccco1)N(CCc1ccccc1)C(=O)Cn1nnc2ccccc21 (configuration not stated)	-3	-7	-1.2	-0.3	-0.2	-2	-0.8	-0.5	-0.1	-16	0.2
